Bioassay records (PubChem BioAssay)
AID2073 – inhibitors of Mint1-CaV2.2 protein interaction, biochemical, HTRF (AID 2073); actives 0.19% (n = 290,000); inhibition, % at 20 µM, or IC50 in µM where a hit was titrated; HTRF protein-protein interaction, Mint1-CaV2.2; higher % means a stronger effect; in the data active = inhibition mostly above about 51%, no sharp cut-off; inconclusive = no clear call, values can overlap the other calls; inactive = mostly below about 53%; note: some results filed as inactive read as strong as hits
XIAP antagonists – small molecules displacing peptide from XIAP – biochemical, IAP family, fluorescence polarization (AID 1018); XIAP BIR domain, fluorescence polarization peptide displacement; higher % means a stronger effect; displacement, % at 20 µM, or IC50 in µM where a hit was titrated; actives 0.007% (n = 200,000); in the data active = displacement above about 50%; note: a part of the inactive calls stands beside numbers as strong as those of hits
P. falciparum M17LAP – P. falciparum M17LAP inhibitors, primary screen, biochemical, fluorogenic H-Leu-NHMec substrate, 1536-well (AID 1619); inhibition, % at 30 µM; hits with a dose series show IC50 in µM; recombinant M17LAP, H-Leu-NHMec fluorogenic kinetic assay; higher % means a stronger effect; actives 0.38% (n = 220,000);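 active = compound inhibiting the enzyme by more than half at any dose during confirmatory dose-response retesting; inconclusive = strong single-dose inhibitors picked by rank but not retested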;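 note: plate controls were full reaction with DMSO carrier for no effect and no enzyme background for full effect; strong numbers were not always called active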
CSM14.1 death rescue – rescue of cells from ER stress-induced death, primary screen, 384-well, CSM14.1, thapsigargin, ATP luminescence (AID 1222); 190,000 tested, under 10 active; CSM14.1 thapsigargin-induced death rescue, ATP luminescence; higher % means a stronger effect; cellular ATP content (survival), % at 20 µM; hits with a dose series show EC50 in µM;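 active = EC50 below 50 µM in the dose-response confirmation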;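 note: death triggered by thapsigargin at about 15 µM added after 2 h compound pretreatment; cell ATP read after overnight thapsigargin exposure of roughly 18 to 22 hours; normalized against plate controls of thapsigargin alone and 5% DMSO vehicle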
Hep lipid drop – hepatic lipid droplet formation modulation; AML12 mouse hepatocytes, oleate lipid droplets, BODIPY imaging; inhibition, % at 6.5 µM; actives 0.4% (n = 240,000); AID 1656;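 active = lipid droplet intensity inhibited by at least 50%, with more than 500 cells counted; inconclusive = wells with under 300 cells, treated as cytotoxic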
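Material: mouse AML12 hepatocyte cell line, fixed after treatment; Timing: compound with oleate, overnight; Technique: high-content imaging of BODIPY-stained droplets and DAPI nuclei; Probe or stimulus: oleate, 100 µM final; Dosing: compound at 6.5 µM only.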
NOD2 inhibition – NOD2 signaling inhibitors, cell-based, luminescence, uHTS, HEK293 (AID 1566) | HEK293 NOD2/NF-kB luciferase reporter, luminescence; higher % means a stronger effect | one-dose inhibition, % at 4 µM; EC50 in µM for titrated hits | actives 0.63% (n = 290,000); note: many of its hits are not listed in these tables
Siah-1 displacement – blockers of Siah-1 interaction with plectin peptide – biochemical, fluorescence polarization, rhodamine-plectin, uHTS, primary screen (AID 1817). Siah-1 / rhodamine-plectin peptide fluorescence polarization; higher % means a stronger effect. displacement, % at 20 µM, or IC50 in µM where a hit was titrated. actives 0.02% (n = 290,000);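 active = displacement of at least 50% at 20 µM, with a fluorescence ratio check between 0.3 and a set limit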;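 note: plate controls were Siah plus tracer with DMSO for no effect and tracer alone without Siah for full effect; strong numbers were not always called active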
LYP phosphatase – PTPN22 lymphoid phosphatase activity blockers – biochemical, fluorescence intensity, uHTS (AID 1779); recombinant LYP phosphatase, fluorescence intensity; higher % means a stronger effect; inhibition, % at 11.5 µM; hits with a dose series show IC50 in µM; actives 0.054% (n = 290,000);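 note: plate controls were vehicle with enzyme for no effect and no enzyme for full effect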
P. falciparum M1AAP – P. falciparum M1AAP inhibitors, biochemical, fluorogenic H-Leu-NHMec substrate, 1536-well (AID 1445) | recombinant M1AAP, H-Leu-NHMec fluorogenic kinetic assay; higher % means a stronger effect | inhibition, % at 30 µM; hits with a dose series show IC50 in µM | actives 0.42% (n = 220,000);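 active = primary inhibition above the hit cutoff, then over 50% inhibition at one or more dose response concentrations, cut at about 23% in these data, passing the limit was not always enough; inconclusive = conflicting primary data, or primary hits not chosen for dose response; inactive = low primary inhibition, or under 50% at every dose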;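 note: plate controls were DMSO full reaction for no effect and no enzyme background for full effect; strong numbers were not always called active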
Hep lipid drop cells 6.5 µM – recorded beside Hep lipid drop, whose call it bears; cell count; measured here: cell count, cytotoxicity flag;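 cells counted across two imaged fields per well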
The depositor's hits bear a star; ? = inconclusive; / = no result given. Cut-off read from the data, not from the text of the source, unless noted: active = inhibition above about 50%; inactive = the rest. Only part of the results is shown, so the mix of outcomes need not match the whole.

SMILES	AID2073	XIAP antagonists	P. falciparum M17LAP	CSM14.1 death rescue	Hep lipid drop	Hep lipid drop cells 6.5 µM	NOD2 inhibition	Siah-1 displacement	LYP phosphatase	P. falciparum M1AAP
CC1CCN(C(=O)COc2ccc3ccccc3c2Br)CC1	14%	/	/	/	-35	733	-21%	-3%	-2%	/
COc1cccc(/C=C/C(=O)NCc2ccc3c(c2)OCO3)c1	1%	/	/	/	-25	581	-12%	-1%	-6%	/
Cn1c(COc2ccccc2)nnc1SCC(=O)NC1CCCC1	-2%	/	/	/	-6	762	-2%	3%	-6%	/
Cc1ccc2c(n1)CC(C)(C)C/C2=N\O	2%	-4.9%	-1%	-5.2%	2	754	1%	0%	-1%	9%
O=C(NNC(=O)c1cc([N+](=O)[O-])ccc1Cl)c1cccnc1	3%	/	/	/	13	732	15%	-4%	-7%	/
COc1ccc(-c2nnc(SCC(=O)Nc3ccc(Cl)cc3)n2C)cc1	0%	-6.0%	4%	-3.2%	-16	722	12%	7%	-7%	-1%
COc1ccc(N(CC(=O)NC2CCCC2)C(=O)CCC(=O)Nc2cc(C)on2)cc1OC	8%	/	/	/	-1	732	12%	-3%	-15%	/
COc1ccc(N(Cc2cc3ccccc3[nH]c2=O)S(=O)(=O)c2ccc(OC)cc2)cc1	-4%	/	/	/	-6	730	27%	5%	0%	/
Cc1cnn(C(=S)NCCc2ccccc2)c1	-13%	-0.7%	-3%	/	17	706	-54%	-1%	-1%	1%
O=C(O)CCCC(=O)N1N=C(c2ccccc2)CC1c1ccc2c(c1)OCO2 (stereo not drawn)	-1%	/	/	/	-13	788	9%	5%	-2%	/
Cc1cc(C)cc(NS(=O)(=O)c2ccc3[nH]cc(C(=O)NCc4ccco4)c(=O)c3c2)c1	5%	-1.7%	11%	/	-4	610	10%	1%	5%	22%
CCCCOc1ccc(CSc2nncn2N)cc1	-5%	-3.8%	3%	-1.8%	/	/	-17%	0%	-5%	-3%
CCOc1ccc(S(=O)(=O)N(CC)CC(=O)N2CCCC2)cc1C	-2%	/	/	/	-8	808	17%	-2%	-6%	/
COc1cc(NC(=O)CCS(=O)(=O)c2ccc3nc(C)sc3c2)cc(OC)c1OC	6%	/	/	/	-2	713	17%	-4%	-8%	/
Cc1cc(C)nc(/N=C(/NC(=O)c2ccccc2)Nc2ccccc2)n1	6%	-1.8%	9%	0.5%	1	773	14%	7%	-4%	7%
COc1ccccc1CC(=O)NC1CCC(C)CC1 (stereo not drawn)	-8%	-7.4%	-4%	0.1%	-18	664	-16%	4%	-5%	6%
CNc1nc2c(-c3ccc(Cl)cc3)nnn2c2ccccc12	?	/	/	/	-15	804	7%	-3%	-11%	/
Cc1nc(-c2ccc(Cl)cc2)sc1C1(C)CC(c2cccc([N+](=O)[O-])c2)=NO1 (stereo not drawn)	?	/	-1%	/	6	745	-13%	1%	-6%	-3%
CCCCCc1cc(=O)oc2c(C(CCN3CCCC3)c3ccc(N(C)C)cc3)c(OC)cc(OC)c12 (stereo not drawn)	10%	/	2%	/	33	727	9%	-3%	-12%	5%
CCOC(=O)c1ccc(N/C=C\C(=O)c2cccc(OC)c2)cc1	0%	-60%	0%	0.2%	3	639	7%	-1%	-5%	0%
COc1ccc(C(=O)NNC(=O)CSc2ccccc2)cc1	-6%	-1.2%	3%	-2.2%	-20	649	-14%	-5%	-5%	4%
COc1ccc(CN(C)C(=O)CNC(=O)CNC(=O)c2ccc(Cl)cc2Cl)cc1F	5%	/	/	/	-6	855	-2%	8%	-2%	/
Fc1cccc(NC(=S)NNc2c3ccccc3nc3ccccc23)c1	20%	-14%	-30%	-4.9%	5	704	/	-8%	-10%	12%
O=C(NC1CCS(=O)(=O)C1)C12CC3CC(CC(C3)C1)C2 (stereo not drawn)	0%	-5.0%	-3%	-0.8%	6	709	8%	4%	-1%	8%
C=CCOC(=O)C1=C(C)NC2(O)c3ccccc3C(=O)C12O (stereo not drawn)	41%	-7.8%	8%	0.7%	/	/	9%	2%	-5%	12%
New compounds follow.
SMILES	AID2073	XIAP antagonists	P. falciparum M17LAP	CSM14.1 death rescue	Hep lipid drop	Hep lipid drop cells 6.5 µM	NOD2 inhibition	Siah-1 displacement	LYP phosphatase	P. falciparum M1AAP
COc1ccccc1C(=O)NCC(=O)NCc1cc(=O)n(C)c(=O)n1C	1%	/	/	/	6	753	5%	1%	-7%	/
CCOC(=O)/C=C/C(=O)N1CCc2ccccc21	?	0.3%	7%	6.0%	/	/	15%	0%	-6%	0%
N=C1C(=O)OCC1c1ccccc1NC(=O)c1ccccc1 (stereo not drawn)	1%	-3.0%	21%	-2.9%	-4	690	0%	7%	-2%	7%
CC1CCN(S(=O)(=O)c2ccc(C(=O)Nc3nnc(-c4ccccn4)o3)cc2)CC1	0%	-2.4%	-2%	-2.3%	-21	745	-10%	-7%	-5%	-11%
COc1ccc(CNC(=O)COC(=O)C2CCN(S(=O)(=O)c3ccccc3C(F)(F)F)CC2)cc1	-1%	4.6%	5%	-3.2%	2	679	-1%	-2%	-3%	5%
C/C(=N\NC(=O)CCc1c[nH]c2ccccc12)c1cccc([N+](=O)[O-])c1	1%	-4.3%	8%	2.6%	0	579	10%	0%	-8%	14%
CN1CCc2nc3ccccc3c(C(=O)OCC(=O)N(CCC#N)c3ccccc3)c2C1	3%	-6.4%	-9%	-1.2%	5	669	4%	2%	-3%	7%
CC1c2c([nH]c3ccccc23)CCC1C(=O)O (stereo not drawn)	-2%	-1.0%	-1%	-0.8%	-32	603	16%	1%	-7%	6%
COc1ccc(CCN2C(=O)CC(N3CCOCC3)C2=O)cc1 (stereo not drawn)	26%	-3.9%	-3%	-1.3%	11	720	12%	4%	1%	2%
N#CC1=C(SCc2ccccc2)NC(=O)CC1c1ccccc1 (stereo not drawn)	-8%	-5.4%	-3%	-1.6%	-27	689	-1%	1%	-5%	-1%
COC(=O)c1ccc(C2NC(=O)c3c(sc(C)c3C)N2)cc1 (stereo not drawn)	-13%	/	2%	/	1	671	9%	11%	-2%	3%
Cc1noc(N)c1C(=O)Nc1ccccc1F	0%	-9.2%	11%	-0.4%	/	/	-7%	1%	-3%	1%
COc1ccc(OC)c(N(CC(=O)Nc2cccnc2)S(=O)(=O)c2ccccc2)c1	2%	-9.9%	-12%	-1.1%	-7	732	14%	-4%	-9%	2%
CCCc1cc(=O)oc2cc(C)cc(OC(C)C(=O)NCc3ccccn3)c12 (stereo not drawn)	19%	/	/	/	-10	736	14%	11%	-10%	/
O=C(NC1CCCCC1)N(Cc1ccccc1)Cc1ccco1	-2%	-8.2%	-3%	4.5%	-10	727	-11%	1%	6%	6%
O=C(NCC(=O)N1CCN(S(=O)(=O)c2ccccc2F)CC1)c1ccc(Br)o1	6%	/	/	/	-12	660	2%	0%	-7%	/
COc1ccc2cc(C)c3nnc(SCc4cccnc4)n3c2c1	0%	-6.0%	18%	0.0%	-12	677	13%	3%	-5%	13%
CC1(C)CC(=O)C2=C(C1)OC(N)=C(C#N)C2c1cc2c(cc1[N+](=O)[O-])OCO2 (stereo not drawn)	18%	-9.5%	-1%	-2.0%	3	647	12%	-2%	6%	3%
COc1ccc(N(CC(=O)NC2CCCC2)C(=O)Cn2nnc(-c3ccc(C)cc3)n2)cc1OC	4%	-4.7%	-4%	1.9%	/	/	5%	6%	-3%	-5%
CN(CCOc1ccc(Br)cc1)C(=O)CNC(=O)c1ccc2ccccc2c1	1%	/	/	/	-1	787	27%	1%	-6%	/
COCCSc1nnc(NS(=O)(=O)Cc2ccccc2)s1	-8%	-1.1%	19%	0.0%	-5	775	1%	2%	-5%	-1%
O=C(CCc1ccc(S(=O)(=O)NCc2ccccc2)cc1)NCC1CCCO1 (stereo not drawn)	1%	-1.5%	5%	0.4%	-16	640	5%	-5%	-7%	5%
CCOc1ccc(NC(=O)Cn2nnc(C(=O)NCc3ccc4c(c3)OCO4)c2N)cc1	21%	/	/	/	5	806	-5%	2%	-7%	/
CCOc1cc(N2CCOCC2)c(OCC)cc1NC(=O)COC(=O)c1cc2ccccc2cc1O	9%	-4.4%	26%	2.7%	-1	628	-14%	4%	9%	2%
O=C(CN1C(=O)c2ccccc2C1=O)N1CCCCC1	0%	1.8%	21%	2.7%	/	/	-16%	-3%	-8%	2%
(next part)
SMILES	AID2073	XIAP antagonists	P. falciparum M17LAP	CSM14.1 death rescue	Hep lipid drop	Hep lipid drop cells 6.5 µM	NOD2 inhibition	Siah-1 displacement	LYP phosphatase	P. falciparum M1AAP
CCCOc1ccc(C2C(C(=O)c3cc4ccccc4o3)=C(O)C(=O)N2c2cc(C)on2)cc1 (stereo not drawn)	19%	/	/	/	-7	672	3%	2%	0%	/
COC(=O)C(N)Cc1ccc(O)c(O)c1 (stereo not drawn)	19%	-2.6%	4%	-0.2%	2	777	-5%	0%	-5%	1%
O=C(NN=C1CCCCCCC1)C(=O)NC1CCCCC1	-10%	-1.2%	11%	-2.5%	/	/	0%	7%	-7%	1%
O=C(COc1ccc(S(=O)(=O)Nc2ccc(Cl)cc2)cc1)N1CCOCC1	8%	/	/	/	3	665	6%	-4%	-11%	/
c1ccc(-c2cc3nccc(-c4ccccn4)n3n2)cc1	25%	-9.9%	-1%	-2.1%	-7	609	-101%	15%	-5%	5%
COc1ccc(Cn2nnc(C(=O)Nc3ccc(F)cc3)c2N)cc1	2%	-1.1%	-7%	-0.4%	/	/	-31%	2%	-4%	-2%
NC(=S)Nc1ccc2cn[nH]c2c1	-12%	-5.6%	3%	/	-1	678	-1%	2%	-3%	9%
CCCCOc1ccc(C(=O)N/C(=C\c2ccc(OC)cc2)C(=O)OCc2ccco2)cc1	3%	-22%	4%	-0.2%	/	/	9%	8%	1%	12%
Cc1ccccc1CSc1nnc(CCCCCNC(=O)OC(C)(C)C)o1	27%	/	7%	/	0	744	10%	6%	-7%	6%
CCN1CCN(C(=O)c2cc3c(=O)n(C)c4ccccc4c3n2C)CC1	-16%	-1.8%	17%	/	2	663	-16%	4%	-1%	2%
CC(=O)Nc1cccc(OCCCNC(=O)c2ccc(F)cc2)c1	-3%	/	10%	/	-1	711	2%	-3%	-6%	-3%

Some of these compounds in order of their number in P. falciparum M1AAP, high to low:
compound | AID2073 | XIAP antagonists | P. falciparum M17LAP | NOD2 inhibition | Siah-1 displacement | LYP phosphatase | P. falciparum M1AAP
NC(=S)Nc1ccc2cn[nH]c2c1 | -12% | -5.6% | 3% | -1% | 2% | -3% | 9%
CCN1CCN(C(=O)c2cc3c(=O)n(C)c4ccccc4c3n2C)CC1 | -16% | -1.8% | 17% | -16% | 4% | -1% | 2%
COC(=O)C(N)Cc1ccc(O)c(O)c1 (stereo not drawn) | 19% | -2.6% | 4% | -5% | 0% | -5% | 1%
